# Assay outcomes from PubChem.
# Prostate diff = activators of LNCaP prostate cell differentiation; flow cytometry side scatter, 4 d; side scatter shift, % at 10 µM; hit rate 0.56% among 24,000; AID 795;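 active = side scatter shift above 30%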;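 also: androgen-responsive LNCaP prostate cancer cells in charcoal-stripped serum medium; percent of cells past a gate set so DMSO wells show 10% shift; higher shift means more granular cells and more differentiation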
# VLA-4 antagonist = inhibitors of LDV-FITC ligand binding to Mn2+-activated human VLA-4 integrin; inhibition, % at 10 µM (by protocol); AID 529; Jurkat cells, LDV-FITC binding with Mn2+, flow cytometry; 100% = Mn2+-driven binding gain fully reversed; hit rate 0.2% among 24,000; P13612;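 active = inhibition above 50%; inconclusive = compound itself fluorescent, judged against control cell fluorescence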;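 also: 0% = Mn2+ stimulated cells lacking compound and 100% = ligand binding without Mn2+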
# Target sequence (P13612 whole entry, looked up): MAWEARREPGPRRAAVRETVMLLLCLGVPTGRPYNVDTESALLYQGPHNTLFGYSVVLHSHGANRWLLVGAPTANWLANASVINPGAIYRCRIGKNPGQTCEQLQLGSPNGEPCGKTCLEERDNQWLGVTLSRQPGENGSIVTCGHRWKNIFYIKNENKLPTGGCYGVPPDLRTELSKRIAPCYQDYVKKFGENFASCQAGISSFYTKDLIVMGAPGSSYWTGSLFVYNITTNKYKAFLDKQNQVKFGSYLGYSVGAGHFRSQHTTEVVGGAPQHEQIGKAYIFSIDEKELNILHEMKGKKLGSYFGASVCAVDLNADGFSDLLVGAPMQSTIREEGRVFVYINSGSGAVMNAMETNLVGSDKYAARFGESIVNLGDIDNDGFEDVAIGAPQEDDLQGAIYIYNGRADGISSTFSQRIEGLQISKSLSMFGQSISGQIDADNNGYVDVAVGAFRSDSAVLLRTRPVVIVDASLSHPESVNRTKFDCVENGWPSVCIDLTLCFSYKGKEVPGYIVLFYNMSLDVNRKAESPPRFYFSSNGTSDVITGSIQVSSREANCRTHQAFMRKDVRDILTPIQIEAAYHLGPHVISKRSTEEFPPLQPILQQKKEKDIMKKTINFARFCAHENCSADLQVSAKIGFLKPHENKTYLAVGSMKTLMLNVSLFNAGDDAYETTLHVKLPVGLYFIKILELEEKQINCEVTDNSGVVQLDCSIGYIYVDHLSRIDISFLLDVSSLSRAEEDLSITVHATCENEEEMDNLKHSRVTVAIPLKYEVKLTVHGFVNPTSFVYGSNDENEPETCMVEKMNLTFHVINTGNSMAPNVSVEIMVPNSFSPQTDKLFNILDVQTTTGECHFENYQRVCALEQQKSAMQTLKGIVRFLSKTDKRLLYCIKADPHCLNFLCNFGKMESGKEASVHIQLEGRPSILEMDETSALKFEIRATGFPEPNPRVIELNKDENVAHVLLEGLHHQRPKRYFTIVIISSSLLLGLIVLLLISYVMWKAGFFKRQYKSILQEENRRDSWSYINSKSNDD
# VLA-4 agonist = allosterically activates the human VLA-4 integrin; P13612; Jurkat cells, LDV-FITC binding, flow cytometry; activation, % at 10 µM (by protocol); 24,000 tested, under 10 active;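 active = fluorescent ligand binding to cells raised by more than 40% of the manganese-induced maximum; inconclusive = compound's own fluorescence above 85% of the ligand control signal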;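 also: 0% = ligand binding without compound and 100% = manganese-stimulated maximal binding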
# Jurkat autofluor = autofluorescence counter-screen for VLA-4 integrin assays; hit rate 0.61% among 24,000; fluorescence ratio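 (tested at 10 µM compound in the well)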; Jurkat cells, compound autofluorescence, flow cytometry; stronger effect = higher value; 1 = vehicle-only cell background;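 active = fluorescence ratio above 2.44, which is 1 plus 3 SD of all ratios; inconclusive = signal too bright to measure linearly, ratio around 10 or more; inactive = fluorescence ratio below 2.44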;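 also: green fluorescence of cells measured with 488 nm excitation and 530 nm emission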
# An asterisk follows results filed as active; u = inconclusive. This is a subset; count on the stated rates, not on these rows.
cpd	SMILES	Prostate diff	VLA-4 antagonist
1	Cc1cc(NC(=O)CSc2nc3ccccc3c(=O)n2CCCC(=O)NCc2ccco2)n[nH]1	7	-17
2	O=C(NCc1ccccn1)c1cccs1	5	-10
3	COc1ccc(C(=O)Nc2ccc(N3CCN(c4ccc(OC)cc4)CC3)c(C#N)c2)cc1	6	16
4	CC(CCc1ccccc1)NC(=O)CN1CCN(Cc2ccccc2)C1=O (stereo unspecified)	6	17
5	CCOc1ccccc1OCC(=O)NCc1ccco1	4	-5
6	CC1=C(C(=O)Nc2ccc(F)cc2)C(c2cccc(C)c2)n2nc(CCCO)nc2N1 (stereo unspecified)	8	-4
7	CCCCN=CC1=C(O)C(C(=O)OC)C(C)(C)CC1=O (stereo unspecified)	20	-4
8	COc1ccc(CNC(=O)CN(c2cc(C)cc(C)c2)S(=O)(=O)c2c(C)noc2C)cc1	18	12
9	CCOC(=O)N1CCN(C(=O)CCc2c(C)nc3c(c(C)nn3-c3ccc(C)c(C)c3)c2C)CC1	2	21
10	O=C(Nc1nnc(-c2ccccc2)o1)Nc1ccccc1Cl	2	6
11	CCn1c(=O)cc(OCC(=O)Nc2ccccc2N2CCN(C)CC2)c2ccccc21	4	u
12	Cc1cc(NC(=O)C2CCCN(S(=O)(=O)c3c(C)noc3C)C2)no1 (stereo unspecified)	16	-5

cpd	VLA-4 agonist	Jurkat autofluor
1	6	1.1
2	-4	0.97
3	6	1
4	-2	1
5	6	1.1
6	5	1
7	-4	1.1
8	-8	1.1
9	-8	1
10	0	0.93
11	u	1.4
12	-2	1

# Record cards, from the list above. Screens in order: Prostate diff | VLA-4 antagonist | VLA-4 agonist | Jurkat autofluor
# `CCOC(=O)N1CCN(C(=O)CCc2c(C)nc3c(c(C)nn3-c3ccc(C)c(C)c3)c2C)CC1` across the screens: 2 | 21 | -8 | 1
# `COc1ccc(CNC(=O)CN(c2cc(C)cc(C)c2)S(=O)(=O)c2c(C)noc2C)cc1` across the screens: 18 | 12 | -8 | 1.1

# (further entries)
cpd	SMILES	Prostate diff	VLA-4 antagonist
13	Cc1onc(-c2ccccc2)c1C(=O)Nc1ccc(OC(C)C)cc1	7	15
14	CC1CCCC(NC(=O)CSc2ncccc2C(=O)O)C1C (stereo unspecified)	17	33
15	O=C(Cn1c(=O)[nH]c2ccsc2c1=O)N1CCN(c2ccc(F)cc2)CC1	9	-12
16	COc1ccc(N(CC(=O)Nc2cccc(C(=O)O)c2)S(=O)(=O)c2c(C)noc2C)cc1	9	2
17	CC(C)(C)Cc1nc(-c2ccccn2)no1	3	-4
18	COc1ccc(-c2cc3nc4n(c(=O)c3s2)CCC4)cc1	8	-24
19	CC1(C)Cc2noc(N)c2C(C)(C)N1O	8	-8
20	O=C(CCS(=O)(=O)c1cccs1)NC1CCCCCC1	3	-24
21	CN1CCN(CCCNC(=O)Nc2cccc3ccccc23)CC1	3	-8
22	COC(=O)c1cccc(C(=O)Nc2ccc(C)cc2Br)n1	10	27
23	Cc1ccc(C)c(N2CCN(C(=O)c3cc4ccccn4n3)CC2)c1	13	-3
24	CCOC(=O)c1[nH]c(C)c(C(=O)N2CCc3ccccc32)c1C	27	10

cpd	VLA-4 agonist	Jurkat autofluor
13	-8	0.98
14	-7	1
15	8	1
16	0	0.97
17	-4	1.1
18	4	1
19	4	1
20	12	1
21	-4	1.1
22	1	0.97
23	-1	1.1
24	-2	1.1

# The results go on.
cpd	SMILES	Prostate diff	VLA-4 antagonist
25	O=c1cc(C(F)F)oc2c1ccc1ccccc12	6	-11
26	COc1ccc(NC(C)=O)cc1NC(=O)CN1CCN(CC(=O)Nc2ccc(Cl)cc2)CC1	9	-8
27	Cc1occc1-c1nnc(SCC(=O)N2CCOCC2)n1Cc1ccco1	12	u
28	Cc1ccc(S(=O)(=O)Cc2ccc(C(=O)N3CCN(Cc4ccccc4)CC3)o2)cc1	9	-13
29	CC(=O)c1c(N)n(C)c(=O)n(C)c1=O	0	-16
30	CCOC(=O)c1cc(CC)sc1NC(=O)COC	13	7
31	Cc1ccc(-n2c(SCC(=O)Nc3nccs3)nc3c(c2=O)SCC3)cc1	27	8
32	COC(=O)c1ccc2c(c1)nc(C)n2CCO	4	-3
33	CCOC(=O)c1sc(=NC(=O)c2ccc(OC)c(OC)c2)n(C)c1C	11	6
34	OC1(c2cccc(C(F)(F)F)c2)CCN(c2ccc(-c3ccccc3)nn2)CC1	7	-16
35	CC(=O)N1CCc2cc(Br)cc(S(=O)(=O)NCC3CCCO3)c21 (stereo unspecified)	10	-12
36	CCc1nc2c(cnn2-c2ccc(Cl)cc2)c(=O)n1-c1ccc(OC)cc1	1	u

cpd	VLA-4 agonist	Jurkat autofluor
25	-8	1.1
26	11	0.89
27	u	0.99
28	2	1
29	9	1
30	-1	1.1
31	-2	1
32	-5	1
33	3	1
34	2	0.97
35	-2	1
36	u	1.1

# Grouped by structure, those above with a furan ring, fused or not (4)
cpd	SMILES	Prostate diff	VLA-4 antagonist
1	Cc1cc(NC(=O)CSc2nc3ccccc3c(=O)n2CCCC(=O)NCc2ccco2)n[nH]1	7	-17
5	CCOc1ccccc1OCC(=O)NCc1ccco1	4	-5
27	Cc1occc1-c1nnc(SCC(=O)N2CCOCC2)n1Cc1ccco1	12	u
28	Cc1ccc(S(=O)(=O)Cc2ccc(C(=O)N3CCN(Cc4ccccc4)CC3)o2)cc1	9	-13

cpd	VLA-4 agonist	Jurkat autofluor
1	6	1.1
5	6	1.1
27	u	0.99
28	2	1

# (continued)
cpd	SMILES	Prostate diff	VLA-4 antagonist
37	COc1ccc(CCNc2oc(COc3ccccc3F)nc2C#N)cc1	22	18
38	COc1ccc(OC)c2c(N3CC(C)OC(C)C3)cc(C(F)(F)F)nc12 (stereo unspecified)	7	-12
39	CCOC(=O)Nc1cc(OCC)c(NC(=O)C2CC2)cc1OCC	4	-18
40	O=C(NCc1ccc2c(c1)OCO2)c1cc2c(s1)CS(=O)(=O)C2	14	-4
41	C/C(Nc1cccc(F)c1)=C(/C#N)C(N)=O	6	-19
42	O=C(c1noc2c1CCCCC2)N1CCN(C(c2ccccc2)c2ccccc2)CC1	8	21
43	CC(=O)Nc1ccc(S(=O)(=O)N2CCN=C2C)cc1	6	-13
44	O=C1N2CCSC2=NC1(Nc1ccccn1)C(F)(F)F (stereo unspecified)	9	-4
45	CCn1cc(C(=O)N2CCn3c(nc4ccccc43)C2)c(=O)c2ccc(C)nc21	1	-2
46	CC(=O)Nc1ccc(S(=O)(=O)NCC2CCC(C(=O)N3CCCCCC3)CC2)cc1 (stereo unspecified)	4	2
47	O=C(O)C1C2C=CC(O2)C1C(=O)NC1CCCc2ccccc21 (stereo unspecified)	18	13
48	Cc1cccc(-c2nc(CS(=O)CC(=O)N3CCCCC3)c(C)o2)c1 (stereo unspecified)	9	u

cpd	VLA-4 agonist	Jurkat autofluor
37	2	1.2
38	-1	1
39	0	1.1
40	-10	1.1
41	5	1
42	2	0.97
43	-2	1
44	-3	1.1
45	2	0.99
46	-3	1.1
47	4	0.98
48	u	0.83

# 4 entries picked at random from the list so far, as already listed:
cpd	SMILES	Prostate diff	VLA-4 antagonist
37	COc1ccc(CCNc2oc(COc3ccccc3F)nc2C#N)cc1	22	18
46	CC(=O)Nc1ccc(S(=O)(=O)NCC2CCC(C(=O)N3CCCCCC3)CC2)cc1 (stereo unspecified)	4	2
48	Cc1cccc(-c2nc(CS(=O)CC(=O)N3CCCCC3)c(C)o2)c1 (stereo unspecified)	9	u
39	CCOC(=O)Nc1cc(OCC)c(NC(=O)C2CC2)cc1OCC	4	-18

cpd	VLA-4 agonist	Jurkat autofluor
37	2	1.2
46	-3	1.1
48	u	0.83
39	0	1.1

# (cont.)
cpd	SMILES	Prostate diff	VLA-4 antagonist
49	Cc1ccc(-c2oc3ccccc3c(=O)c2O)cc1	12	0
50	CCc1ccc(S(=O)(=O)NCc2cn3cccc(C)c3n2)s1	9	20
51	Cc1nc2c(C(=O)NCc3ccc4c(c3)OCO4)c[nH]n2c(=O)c1Cc1ccccc1F	19	-4
52	O=C(CN1CCC(n2nnc3ccccc32)CC1)Nc1ccc2c(c1)CCC2	4	6
53	CCOC(=O)CSc1nc2c(c(=O)n1-c1ccc(OCC)cc1)SCC2	1	-44
54	O=C(Nc1cnn(C23CC4CC(CC(C4)C2)C3)c1)c1cnn2c(C(F)(F)F)cc(-c3ccco3)nc12	6	-9
55	O=C(Cn1cc2c(n1)CCCCC2)NCCCN1CCOCC1	14	-11
56	Cc1oc2cc(OCC(=O)O)ccc2c(=O)c1Oc1ccccc1	0	u
57	Cc1[nH]nc2c1C1(CCN(C(=O)c3ccccc3)CC1)C(C#N)=C(N)O2	8	-10
58	CCOc1ccc(Cc2nc(C)c(CC(=O)N3CCCCC3)c(=O)[nH]2)cc1	10	4
59	CCCSc1nc2c(cnn2-c2ccc(C)cc2)c(=O)[nH]1	1	-15
60	CCOC(=O)C1(C(F)(F)F)N=C(N(C)C)OC(N(C)C)=N1	20	20

cpd	VLA-4 agonist	Jurkat autofluor
49	-8	1.1
50	-7	1.1
51	-2	1.1
52	-3	1.1
53	11	1
54	2	1.2
55	7	0.85
56	u	1.1
57	-6	0.95
58	-3	0.99
59	3	1.1
60	-2	1

# Reformatted as tab-separated lines: entries from further up.
nr	molecule	Prostate diff	VLA-4 antagonist	VLA-4 agonist	Jurkat autofluor
1	Cc1cc(NC(=O)CSc2nc3ccccc3c(=O)n2CCCC(=O)NCc2ccco2)n[nH]1	7	-17	6	1.1
2	O=C(NCc1ccccn1)c1cccs1	5	-10	-4	0.97

# Next records follow.
cpd	SMILES	Prostate diff	VLA-4 antagonist
61	COc1ccc(Nc2ncnc3c2cnn3-c2ccccc2)cc1OC	14	-21
62	CCc1cccc(NC(=O)CN(c2ccc(OC)cc2)S(=O)(=O)c2c(C)n[nH]c2C)c1	8	62*
63	CCN1C(=O)c2ccccc2S(=O)(=O)c2ccc(C(=O)NCc3cccnc3)cc21	3	-4
64	Cc1ccnc(NC2c3ccccc3C(=O)N2Cc2ccccc2Cl)c1 (stereo unspecified)	9	23
65	COc1ccc(CCNC(=O)CSc2nnc(CNC(=O)c3cccs3)o2)cc1OC	10	13
66	CC(=O)Cc1nsc(NC(=O)c2ccc(Br)o2)n1	12	4
67	O=C(NC1CCCCC1)C(c1ccccc1)N1CCCC1 (stereo unspecified)	3	1
68	COC(=O)c1cc2occc2n1CC(=O)Nc1ccc(OC)c(OC)c1OC	4	-12
69	COc1ccc(OCCCC(=O)Nc2ccc3c(c2)OCCO3)cc1	10	-19
70	COC(=O)C(NC(C)=O)(Nc1nc2ccc(S(C)(=O)=O)cc2s1)C(F)(F)F (stereo unspecified)	7	12
71	O=C(c1ccc2nc(N3CCCCC3)sc2c1)N1CCN(c2ccccn2)CC1	8	-1
72	CCOc1cc2c(cc1OCC)C(c1cc(OC)c(O)c(OC)c1)NCC2 (stereo unspecified)	5	-30

cpd	VLA-4 agonist	Jurkat autofluor
61	1	1
62	-7	0.91
63	-1	1.1
64	-8	1.2
65	4	0.96
66	3	1.1
67	2	0.99
68	2	0.99
69	-1	1.1
70	2	1
71	-3	1
72	8	0.99

# The results go on.
cpd	SMILES	Prostate diff	VLA-4 antagonist
73	CCOC(=O)N1CCN(C(=O)c2cnn(-c3ccccc3)c2NC(=O)c2ccccc2F)CC1	8	8
74	COC(=O)Nc1ccccc1C(=O)N1CCCCC1	3	-11
75	O=C(O)c1cnn(-c2ccccc2)c1-n1cccc1	3	5
76	Cc1ccc(C)c(NC(=O)CSc2nnc(-c3ccccc3)o2)c1	8	2
77	CCC(CC)C(=O)NCCc1cc2ccc(C)cc2[nH]c1=O	4	-4
78	O=C(c1cc2nc3c(c(C(F)(F)F)n2n1)CCc1ccccc1-3)N1CCN2CCCC2C1 (stereo unspecified)	2	-1
79	Cc1ccc(/C=N/n2nnnc2N)o1	11	-19
80	COc1cc(Br)cc(/C=N/c2ncn[nH]2)c1O	8	-48
81	COc1ccc(-c2cc(C(F)(F)F)n3ncc(C(=O)NCC4CCCO4)c3n2)cc1 (stereo unspecified)	13	-9
82	CC1CN(Cc2nc3c(c(=O)[nH]c(=O)n3C)n2CC(N)=O)CC(C)O1 (stereo unspecified)	4	3
83	CCO/C([O-])=N/c1c[n+](N2CCOCC2)no1	8	-17
84	Cc1ccc(-n2c(=O)cc(N3CC(C)CC(C)C3)[nH]c2=O)cc1 (stereo unspecified)	7	4

cpd	VLA-4 agonist	Jurkat autofluor
73	0	1
74	2	1.1
75	0	0.91
76	-2	1
77	1	1
78	-13	1.1
79	4	1
80	12	1.1
81	0	1.1
82	-3	0.96
83	2	1
84	-3	1.1
